# EBI2 antag: EBI2 receptor antagonists, beta-arrestin recruitment, primary screen, cell-based, luminescence, 7a,25-OHC stimulation, uHTS; 360,000 compounds, 0.81% hits; 7a,25-OHC stimulated; inhibition, % at 5 µM; AID 651636, 2012; G-protein coupled receptor 183 (Homo sapiens), P32249; in the data active = inhibition above about 38%;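 note: enzyme fragment complementation signal reports receptor beta-arrestin coupling in cells; 0% = agonist plus DMSO wells and 100% = wells without agonist; some results beyond the cut were filed as inactive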
# Target sequence (P32249 whole entry, looked up, the tested form may be a part): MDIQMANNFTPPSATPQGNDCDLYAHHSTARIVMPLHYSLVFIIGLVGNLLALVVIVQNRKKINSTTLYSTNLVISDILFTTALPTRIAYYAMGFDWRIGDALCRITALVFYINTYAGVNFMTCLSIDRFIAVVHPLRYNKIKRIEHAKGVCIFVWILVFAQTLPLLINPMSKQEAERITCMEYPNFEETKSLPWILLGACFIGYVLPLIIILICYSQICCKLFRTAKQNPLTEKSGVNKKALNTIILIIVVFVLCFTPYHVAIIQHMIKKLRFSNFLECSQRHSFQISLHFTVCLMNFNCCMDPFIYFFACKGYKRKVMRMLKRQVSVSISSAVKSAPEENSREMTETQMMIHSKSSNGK
# CXCR6 inh: CXCR6 receptor inhibitors, primary screen, cell-based, beta-arrestin, luminescence, CHO-K1 PathHunter, 1536-well; inhibition, % at 20 µM; 360,000 compounds, 0.36% hits; AID 602244, 2012; in the data active = inhibition above about 34%, passing the limit was not always enough;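 note: antagonist mode with CXCL16 agonist at 10 nM final; 0% = 10 nM CXCL16 with DMSO and 100% = unstimulated wells without agonist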
# Target sequence (O00574 whole entry, looked up): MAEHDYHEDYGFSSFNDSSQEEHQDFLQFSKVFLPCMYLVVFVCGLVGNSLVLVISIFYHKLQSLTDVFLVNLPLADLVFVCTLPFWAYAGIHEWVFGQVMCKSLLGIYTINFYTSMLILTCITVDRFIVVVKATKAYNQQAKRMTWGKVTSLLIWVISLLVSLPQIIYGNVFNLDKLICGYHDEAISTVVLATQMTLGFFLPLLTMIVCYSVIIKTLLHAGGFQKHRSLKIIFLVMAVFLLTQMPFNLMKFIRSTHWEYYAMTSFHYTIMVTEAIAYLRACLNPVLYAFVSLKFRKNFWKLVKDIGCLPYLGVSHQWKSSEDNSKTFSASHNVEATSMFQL
# Starred values were filed as active, the others as inactive. These rows are one share of the data (hit frequency here may not be typical).
cpd	EBI2 antag	CXCR6 inh	smiles
1	-2	2	Cc1ncoc1C(=O)NC1CCCc2c1cnn2-c1cc(F)cc(F)c1 (stereo not given)
2	-12	-8	CCOC(=O)C1(C)CCCN(C(=O)c2ccc(OC)cc2OC)C1 (stereo not given)
3	-9	-2	CCOc1ccc2nc(NC(=O)c3cccc(N4C(=O)CCC4=O)c3)sc2c1
4	-15	-7	CC(CCl)n1c(=O)c2ccccc2n1S(C)(=O)=O (stereo not given)
5	13	-4	COc1ccccc1Cc1c(-c2ccc(C)cc2)nc2ccc(Br)cn12
6	-7	-2	CNc1cccc(-c2ccccc2C(C)=O)n1
7	-1	-14	C/C=C/c1cccc(-c2nc(C(=O)N3CCCCC3)cc3c2[C@@H](CCO)N(C(=O)NC(C)C)C3)c1
8	28	0	CC1(C(=O)Nc2cnc3ccccc3c2)CCN1Cc1cc2ccccc2o1 (stereo not given)
9	9	-3	C=CCNc1ncnc2c1ncn2[C@H]1CN(Cc2ccc(-c3ccccc3)cc2)C[C@@H](CO)O1
10	0	-4	CC1(C(=O)NS(=O)(=O)c2ccc(C#N)cc2)CCN1C(=O)C1(c2ccccc2)CC1 (stereo not given)
11	-8	-4	Cc1ccn2c(-c3csc(Nc4ccc(C(=O)O)cc4)n3)c(C)nc2c1
12	-6	5	C[C@@H]1CN([C@H](C)CO)C(=O)CCCn2cc(nn2)CO[C@H]1CN(C)C(=O)c1ccc2ccn(C)c2c1
13	6	-6	COc1cc(/C=C2/SC(=S)N(CC(=O)NNC(=O)c3ccc(F)cc3)C2=O)cc(OC)c1OC
14	-7	-2	O=C(NCc1ccccc1Cl)c1ccc2nc([C@H]3C[C@H](O)[C@@H](CO)O3)[nH]c2c1
15	-12	4	COc1ccc(NC(=O)C2c3ccccc3OCC(=O)N2Cc2ccco2)cc1 (stereo not given)
16	-9	-2	CCOC(=O)c1cc2c(c(-c3cccc(-c4cc5ccccc5o4)c3)n1)[C@@H](CCO)N(S(=O)C(C)(C)C)C2 (stereo not given in full)
17	5	-6	CCOC(=O)[C@]12CCC=C1N(CCC1=CCCCC1)C(=O)[C@H](CC(=O)N1CCC(c3ccccc3)CC1)C2
18	-10	3	O=C1NC(=O)C2C3OC(C(Br)C3Br)C12 (stereo not given)
19	-8	7	O=C(CC1CCCC1)NCCS(=O)(=O)N1CCN(c2ccccc2)CC1
20	-11	-6	COCCCN1C(=O)C(CC(=O)NCCCCc2ccccc2)CC(C(=O)N2CCOCC2)=C1C (stereo not given)
21	6	0	Cc1ccc([C@@H]2CC(=O)[C@@H]3CN(S(=O)(=O)c4ccc(C)cc4)[C@H](c4ccc(Cl)cc4)C[C@@H]3N2S(=O)(=O)c2ccc(C)cc2)cc1
22	-2	3	O=C1NC[C@@H](CCCCN2C[C@H](Cc3ccccc3)N(CCC3CCCCC3)C(=O)C2=O)N(Cc2ccccc2)C1=O
23	-8	-4	COc1ccc(CCN2CC(C(=O)OCC(=O)c3c(N)n(CC(C)C)c(=O)n(C)c3=O)CC2=O)cc1OC (stereo not given)
24	-5	-4	CCCCN1C[C@H](c2ccc(OC)cc2)[C@@H](CC(=O)Nc2ccc(OC)cc2)C1=O
25	4	2	CCCNC(=O)C1(C)CCN1C(=O)c1ccccc1CCc1ccccc1 (stereo not given)
26	1	5	CCCCCC(=O)N1C[C@@H](O)[C@H](n2cc(COC(=O)c3ccccc3)nn2)C[C@@H]1c1ccc(C)cc1
27	-10	11	CC1(C)CC(=O)C2=C(C1)OC1=C(C(=O)CC(C)(C)C1)C2c1ccccc1Cl
28	11	2	COc1ccc(S(=O)(=O)N2CCCCCC2)cc1NC(=O)CCNC(=O)c1ccc(Cl)cc1
29	0	3	COc1ncccc1-c1cnc2cccnn12
30	3	3	COCCNC(=O)C1CCCN(C(=O)c2ccnc(Cl)c2)CC1 (stereo not given)
31	12	-8	O=C(Nc1ccc2nc(N3CCOCC3)sc2c1)c1cc2ccccc2o1
32	2	2	Cc1ccc(S(=O)(=O)N2C[C@H]3N(C(=O)OC(C)C)N(C(=O)OC(C)C)C[C@H](OC(=O)NC4CCCC4)[C@@]3(O)C2)cc1
33	-5	0	c1coc(-c2cc3nc(NCc4ccc5c(c4)OCO5)ccn3n2)c1
34	-7	-4	CC(C)c1ccc(NC(=O)Nc2nc(C(C)N)cs2)cc1 (stereo not given)
35	33	3	COc1ccc(-c2nc3c4ccccc4ccn3c2Cc2cccc(F)c2)cc1OC
36	-2	3	Cc1cc(Cl)ccc1C(O)c1ncc(-c2ccccc2Cl)[nH]1 (stereo not given)
37	-8	-5	O=C(COC(=O)c1ccc([N+](=O)[O-])o1)Nc1ccc2c(c1)OC(F)(F)O2
38	9	2	COc1ccc(NC(=O)C2(C)CCN2C(=O)C(C)C)cc1F (stereo not given)
39	-8	3	COC(=O)Cc1ccc(OC2(C)CCN(Cc3ccccc3)C2)cc1 (stereo not given)
40	-4	-4	CCc1nc2ccc(C(=O)NCCN3CCOCC3)cn2c1N(C=O)Cc1ccc(OC)cc1

# Quoted at random: 4 records from the list
cpd	EBI2 antag	CXCR6 inh	smiles
39	-8	3	COC(=O)Cc1ccc(OC2(C)CCN(Cc3ccccc3)C2)cc1 (stereo not given)
29	0	3	COc1ncccc1-c1cnc2cccnn12
30	3	3	COCCNC(=O)C1CCCN(C(=O)c2ccnc(Cl)c2)CC1 (stereo not given)
22	-2	3	O=C1NC[C@@H](CCCCN2C[C@H](Cc3ccccc3)N(CCC3CCCCC3)C(=O)C2=O)N(Cc2ccccc2)C1=O

# Additional structures follow:
cpd	EBI2 antag	CXCR6 inh	smiles
41	-4	1	O=C(NCc1cccs1)c1csc([C@@H]2O[C@H](CO)[C@H](O)[C@H](O)[C@H]2O)n1
42	6	-4	Cc1ccc(C(O)c2ncc(-c3ccc4ccccc4c3)[nH]2)c(C)c1 (stereo not given)
43	-5	-2	CCCNC(=O)c1cc(C2CCCCN2C(=O)c2ccc(C(C)C)cc2)on1 (stereo not given)
44	-6	2	O=C(Nc1ccc2c3c(cccc13)CC2)c1ccccc1
45	-10	-2	NC(=S)NN=Cc1ccc(OC(=O)COc2cc(Cl)c(Cl)cc2Cl)cn1
46	-14	-5	C[C@@H]1CN([C@H](C)CO)S(=O)(=O)c2ccc(Br)cc2O[C@H]1CN(C)C(=O)C1CC1
47	5	4	CC(CSC(=O)c1ccccc1)C(=O)N1c2ccccc2CC1C(=O)O (stereo not given)
48	-9	2	Cc1ccccc1S(=O)(=O)NC(=O)C1(C)CCN1C(=O)C1(c2ccccc2)CCCC1 (stereo not given)
49	-5	-1	C[C@H](CO)N1C[C@H](C)[C@@H](CN(C)Cc2ccccc2)OCCCC[C@H](C)Oc2ccc(N(C)C)cc2C1=O
50	1	8	CC(=O)NCCc1ccc(C(=O)COC(=O)c2ccc(C)s2)cc1
51	2	2	COc1ccc([C@H]2N[C@]3(CCCN(Cc4ccc(Br)cc4)C3=O)[C@H]3C(=O)N(C)C(=O)[C@@H]23)cc1
52	1	-3	COc1ccc([C@H]2N[C@]3(CCCN(Cc4cccn4C)C3=O)[C@H]3C(=O)N(Cc4ccccc4)C(=O)[C@@H]23)cc1
53	-5	-3	CC(C)CC(N)c1csc(Nc2ccccn2)n1 (stereo not given)
54	-5	4	CCCNC(=O)c1cc(C2CCCCN2S(=O)(=O)c2cn(C)cn2)on1 (stereo not given)
55	-2	6	COc1ccc(C(NC(=O)C2CCN(Cc3cc(OC)cc(OC)c3)CC2)c2ccccn2)cc1 (stereo not given)
56	0	3	CC1(C(=O)Nc2cccc3cccnc23)CCN1C(=O)CCC1CCCC1 (stereo not given)
57	-1	0	O=C(Cn1cc(-c2ccccn2)nn1)NS(=O)(=O)c1cccc(OC(F)F)c1
58	-7	-1	O=C1COc2ccc(C(=O)COC(=O)CCCOc3ccccc3)cc2N1
59	-2	3	C[C@@H]1CN([C@@H](C)CO)C(=O)CCCn2nncc2CO[C@H]1CN(C)Cc1ccncc1
60	1	-5	CCN1CCN(C(=O)c2ccc(CS(=O)(=O)Cc3ccccc3Cl)o2)CC1

# Four structures out of the list, ordered by molecular weight, ascending.
cpd	EBI2 antag	CXCR6 inh	smiles
29	0	3	COc1ncccc1-c1cnc2cccnn12
47	5	4	CC(CSC(=O)c1ccccc1)C(=O)N1c2ccccc2CC1C(=O)O (stereo not given)
54	-5	4	CCCNC(=O)c1cc(C2CCCCN2S(=O)(=O)c2cn(C)cn2)on1 (stereo not given)
21	6	0	Cc1ccc([C@@H]2CC(=O)[C@@H]3CN(S(=O)(=O)c4ccc(C)cc4)[C@H](c4ccc(Cl)cc4)C[C@@H]3N2S(=O)(=O)c2ccc(C)cc2)cc1

# Single values from the entries so far:
# For CXCR6 inh, compound 59 has the entry 3
# For EBI2 antag, compound 56 has the entry 0
# For CXCR6 inh, compound 36 has the entry 3
# For EBI2 antag, compound 49 has the entry -5
# For CXCR6 inh, compound 9 has the entry -3

# The listing continues:
cpd	EBI2 antag	CXCR6 inh	smiles
61	-4	-7	Cc1nc(Cc2nnc(SCC(=O)N3c4ccccc4NC(=O)C3(C)C)o2)cs1
62	-42	3	COc1ccc(Oc2c(OC)cc(NCc3ccc(CN)cc3)c3ncccc23)cc1
63	-8	-2	CC(=O)N1CCN(S(=O)(=O)c2cccc(C(=O)NC3CCCC(C)C3C)c2)CC1 (stereo not given)
64	16	14	Cc1ccc(S(=O)(=O)N2CCC(=O)N([C@H](COCc3cccc(C(F)(F)F)c3)C(C)C)CC2)cc1
65	-4	1	OC(c1cccc(Cl)c1)c1nc(/C=C/c2ccccc2)cs1 (stereo not given)
66	-10	9	CSc1ccc(CNC(=O)C2(C)CCCN2C)cc1 (stereo not given)
67	-8	2	CCOc1ccc2nc(S(=O)(=O)NC(=O)C3(C)CCN3C(=O)c3cccc(F)c3)sc2c1 (stereo not given)
68	-2	-2	Cc1cc(NC(=O)C(C)SCC(=O)Nc2ccc(C(=O)OC(C)C)cc2)no1 (stereo not given)
69	12	-1	COc1ccc(NC(=O)C[C@H]2C(=O)N(Cc3ccccc3)C[C@@H]2Cc2ccccc2)cc1
70	13	11	CC(=O)NC(c1ccco1)c1cc(Cl)c2cccnc2c1O (stereo not given)
71	-9	-1	Cc1cccc(-c2cnc3cccnn23)c1
72	1	7	CCN(CC)c1ncnc2c1ncn2[C@H]1CN(Cc2cccnc2)C[C@@H](CO)O1
73	-6	-2	COc1cccc(CN(CCC(=O)O)Cc2cccc(OC)c2)c1
74	20	13	CCCCCCCCN1C(=O)[C@H](CC(=O)NCc2ccccc2)C[C@@]2(C(=O)OCC)CCCC=C12
75	-3	-1	Cc1cc(OC(C)C(=O)NC2CC(C)(C)NC(C)(C)C2)c2c(C)c(C)c(=O)oc2c1 (stereo not given)
76	-14	2	CC1(C)C(C(N)=O)C(=O)NC(=O)C1C(N)=O (stereo not given)
77	-8	6	COc1ccc(CC(N)c2csc(Nc3ncccn3)n2)cc1 (stereo not given)
78	1	4	COc1ccc(C(O)c2nc(-c3cncnc3)cs2)cc1 (stereo not given)
79	-7	-1	COc1ccc(Cn2cc(CN3CC(N4CCN(CCN(C)C)CC4)CS3(=O)=O)nn2)cc1 (stereo not given)
80	-9	2	Cc1ccsc1C(=O)NCC(c1cccs1)N1CCOCC1 (stereo not given)

# Grouped by structure: those above containing a thiophene ring, fused or not
cpd	EBI2 antag	CXCR6 inh	smiles
41	-4	1	O=C(NCc1cccs1)c1csc([C@@H]2O[C@H](CO)[C@H](O)[C@H](O)[C@H]2O)n1
50	1	8	CC(=O)NCCc1ccc(C(=O)COC(=O)c2ccc(C)s2)cc1
80	-9	2	Cc1ccsc1C(=O)NCC(c1cccs1)N1CCOCC1 (stereo not given)

# Going on with the list.
cpd	EBI2 antag	CXCR6 inh	smiles
81	13	-4	O=C(NS(=O)(=O)c1ccc2ccc(S(=O)(=O)NCCSc3ccccc3)cc2c1)c1cccc2ccccc12
82	-48	-2	COc1ccc(-c2cnc3c(NC=O)cc(-c4ccc(S(C)(=O)=O)cc4)cn23)cc1OC
83	2	-1	CSc1ncccc1C(=O)OCC(=O)c1ccc(Cl)s1
84	-6	-1	CC(C)C1Cc2[nH][nH]c(=O)c2C(c2ccc(Cl)cc2)O1 (stereo not given)
